High-throughput results as filed in PubChem BioAssay.
PKA kinase inh: inhibitors of human PKA kinase activity, primary screen, biochemical, ATP-depletion luminescence, Kemptide substrate; cAMP-dependent protein kinase catalytic subunit alpha (Homo sapiens), P17612; PKA Kemptide phosphorylation, Kinase-Glo ATP luminescence; inhibition, % at 6 µM; 0.1% of 65,000 active; AID 524, 2006;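 active = inhibition above the screen-wide mean inhibition plus 3 SD, cut at about 21% in these data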; note: many of its hits are not listed in these tables
JNK3 blocker: JNK3 kinase activity inhibitors, primary screen, biochemical, human, purified enzyme. inhibition, % at 8 µM. HTS. 0.61% of 60,000 active. Mitogen-activated protein kinase 10 (Homo sapiens), P53779; in the data active = inhibition above about 17%;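 note: 0% = DMSO and 100% = reference inhibitor; many of its hits are not listed in these tables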
Target sequence (P53779 whole entry, looked up): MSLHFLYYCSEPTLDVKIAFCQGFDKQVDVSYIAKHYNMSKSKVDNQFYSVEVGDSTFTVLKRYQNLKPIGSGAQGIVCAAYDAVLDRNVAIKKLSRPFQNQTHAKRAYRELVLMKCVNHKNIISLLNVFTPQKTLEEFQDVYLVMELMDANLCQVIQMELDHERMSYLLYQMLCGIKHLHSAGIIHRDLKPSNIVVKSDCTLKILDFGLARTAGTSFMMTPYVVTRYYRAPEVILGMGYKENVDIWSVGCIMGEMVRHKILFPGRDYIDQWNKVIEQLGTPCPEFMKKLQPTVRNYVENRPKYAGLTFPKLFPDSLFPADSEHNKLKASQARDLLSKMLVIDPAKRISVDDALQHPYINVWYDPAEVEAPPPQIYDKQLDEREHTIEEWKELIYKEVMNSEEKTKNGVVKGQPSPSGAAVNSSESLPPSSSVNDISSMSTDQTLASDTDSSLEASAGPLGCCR
ROCK2 blocker: inhibitors of human ROCK2 kinase, primary screen, biochemical, high-throughput, luminescence; Rho-associated protein kinase 2 (Homo sapiens), O75116; purified ROCK2, Kinase-Glo ATP depletion luminescence; inhibition, % at 6 µM; 0.35% of 60,000 active; AID 604, 2007;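 active = inhibition above the screen-wide mean inhibition plus 3 SD, cut at about 18% in these data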;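 note: plate controls were DMSO wells for no effect and Y-27632 control wells after no-enzyme background subtraction for full effect; many of its hits are not listed in these tables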
MKP-1 inh: MKP-1 phosphatase inhibitors, primary screen, biochemical, in vitro; 0.15% of 65,000 active; recombinant MKP-1, OMFP hydrolysis fluorescence; inhibition, %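 (compounds tested at a single concentration somewhere between 10 and 100 µM)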;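 active = inhibition above about 50%, limit read from the data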;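 note: 0% = DMSO max control wells and 100% = wells with enzyme stopped by NaOH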
Cdc25B inh: inhibitors of Cdc25B phosphatase catalytic domain, primary screen, biochemical, OMFP fluorescence; M-phase inducer phosphatase 2 (Homo sapiens), P30305; recombinant Cdc25B, OMFP fluorescence Ex485/Em525; inhibition, %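 (compounds tested at 10 µM final in the well)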; 0.1% of 65,000 active; in the data active = inhibition above about 50%
TNAP act DEA: human TNAP enzyme activators, primary screen, biochemical, luminescent, intermediate phosphate acceptor level; purified TNAP, CDP-star luminescence, 100 mM DEA, 30 min; stronger effect = higher value; scale: 0 levamisole-inhibited, 1 vehicle-only enzyme; 64,000 tested, under 10 active; activation factor at 20 µM; AID 813, 2007;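 active = activation factor of at least 2 at 20 µM, relative to controls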
Target sequence (P05186 whole entry, looked up): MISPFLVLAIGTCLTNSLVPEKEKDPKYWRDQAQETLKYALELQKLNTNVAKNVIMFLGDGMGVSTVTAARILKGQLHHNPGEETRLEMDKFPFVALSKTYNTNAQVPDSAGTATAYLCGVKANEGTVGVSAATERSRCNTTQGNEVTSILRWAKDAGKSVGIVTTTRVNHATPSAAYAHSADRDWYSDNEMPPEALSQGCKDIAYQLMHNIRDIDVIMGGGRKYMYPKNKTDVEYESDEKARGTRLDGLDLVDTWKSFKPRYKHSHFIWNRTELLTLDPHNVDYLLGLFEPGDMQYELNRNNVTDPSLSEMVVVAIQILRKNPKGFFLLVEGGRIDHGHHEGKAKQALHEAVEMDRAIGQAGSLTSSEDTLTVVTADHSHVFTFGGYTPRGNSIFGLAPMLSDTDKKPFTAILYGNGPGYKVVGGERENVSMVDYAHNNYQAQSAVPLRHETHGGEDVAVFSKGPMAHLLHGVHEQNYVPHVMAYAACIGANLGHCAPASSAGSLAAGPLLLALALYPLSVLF
HEK293 NFkB inh: inhibitors of PMA/ionomycin-induced NF-kB reporter, primary screen, antigen receptor NF-kB inhibitor project, cell-based, HEK-293 luciferase reporter, luminescence; HEK-293 NF-kB luciferase reporter; inhibition, % at 3 µM; 0.21% of 62,000 active;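 active = inhibition above the mean of all tested compounds plus 3 SD, cut at about 40% in these data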;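 note: 0% = stimulated DMSO wells and 100% = 10 µM reference inhibitor 5653914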
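Signal: luciferase luminescence; Material: HEK-293 cells with stable firefly luciferase reporter driven by four HIV NF-kB elements; Probe or stimulus: PMA with ionomycin; Replication: tested once; Times: 1 h compound pretreatment, then 16 h stimulation at 37 °C, 5% CO2; Benchmarks: DMSO and 10 µM reference inhibitor; Evaluation: per-plate % inhibition versus controls.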
MMP-13 inhibitor: human MMP13 inhibitors, primary screen, biochemical, FRET peptide cleavage. Collagenase 3 (Homo sapiens), P45452. MMP-13 fTHP FRET cleavage, Mca fluorescence. inhibition, % at 4 µM. 0.07% of 65,000 active. AID 570, 2006;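 active = inhibition above the mean of compound-free control plate wells plus 3 SD, cut at about 14% in these data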;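 note: 0% = DMSO wells and 100% = wells with reference MMP-13 inhibitor after basal subtraction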
Jurkat viability: cytotoxicity toward Jurkat T cells, primary screen, cytotoxicity control, cell-based, Jurkat E6.1, 60K MLSMR library; 1.2% of 56,000 active; Jurkat E6.1 viability, ATP luminescence, 48 h; inhibition, % at 4 µM;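 active = inhibition above the mean inhibition of all tested compounds plus 3 SD, cut at about 28% in these data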
The depositor's hits bear a star; / = no result given; [ ] = remark or other dose.

cpd	Compound	PKA kinase inh	JNK3 blocker	ROCK2 blocker	MKP-1 inh	Cdc25B inh	TNAP act DEA	HEK293 NFkB inh	MMP-13 inhibitor	Jurkat viability
1	CC(=O)N(C)c1ccc(NS(=O)(=O)Cc2ccccc2)cc1	5	1	0	12	-14	0.9	16	-2	-2
2	COc1ccc(Cl)cc1S(=O)(=O)NCc1cccs1	3	6	5	1	-16	0.9	17	1	2
3	CCOC(=O)c1c(P(=O)(N2CCOCC2)N2CCOCC2)noc1N	7	1	4	-8	-13	0.9	9	-5	-3
4	O=C(c1ccccc1F)N1CCN(S(=O)(=O)c2ccc(S(=O)(=O)N3CCCCC3)cc2)CC1	2	-1	2	17	-5	1	21	0	-2
5	CCOc1ccc(C(=O)Nc2c3c(nn2-c2cccc(Cl)c2)CS(=O)C3)cc1 (configuration not stated)	-2	-3	-2	-6	-50	/	16	-1	-1
6	O=c1[nH]c(=O)n(Cc2ccco2)c2c1C(C(F)(F)F)(C(F)(F)F)N=C(c1ccco1)N2	2	-3	5	-16	21	1	/	-4	/
7	Cc1nnc(Sc2nc(Sc3nnc(C)s3)nc(N3CCN(C)CC3)n2)s1	19	5	5	-11	3	1	39	2	101*
8	O=C1CC(C(=O)Nc2ncccn2)C(c2ccccc2)O1 (configuration not stated)	3	6	4	-3	-15	0.9	14	3	5
9	CCOc1ccc(CCNS(=O)(=O)c2cnc[nH]2)cc1OCC	-2	5	0	-8	-14	0.8	15	-1	8
10	CCOC(=O)c1c(NC(=O)CSc2nnc(-c3cccnc3)o2)sc(C)c1C	-1	-3	4	6	-21	0.9	21	3	1
11	CN(C)S(=O)(=O)c1cccc(C(=O)NCCc2ccccc2)c1	3	-5	-3	-2	-14	1	-27	4	7
12	COc1ccc(-n2ccnc2SCC(=O)Nc2ccc(OC)cc2OC)cc1	7	3	8	8	-13	1	4	-3	-1
13	COC(=O)C1Cc2c([nH]c3ccccc23)C(C)N1 (configuration not stated)	8	-4	4	0	9	0.9	17	0	1
14	Cc1ccc(CN2CCSc3ccc(C(=O)N4CCN(c5ncccn5)CC4)cc32)cc1	9	-1	7	8	-7	1	10	-38	-3
15	CCN(CC)C(=O)CSc1nnc(-c2cnccn2)n1-c1ccc(C)cc1	1	-5	0	-23	-3	0.9	20	-2	3

Overlap with the part before: 4 compounds, then new ones.
cpd	Compound	PKA kinase inh	JNK3 blocker	ROCK2 blocker	MKP-1 inh	Cdc25B inh	TNAP act DEA	HEK293 NFkB inh	MMP-13 inhibitor	Jurkat viability
12	COc1ccc(-n2ccnc2SCC(=O)Nc2ccc(OC)cc2OC)cc1	7	3	8	8	-13	1	4	-3	-1
13	COC(=O)C1Cc2c([nH]c3ccccc23)C(C)N1 (configuration not stated)	8	-4	4	0	9	0.9	17	0	1
14	Cc1ccc(CN2CCSc3ccc(C(=O)N4CCN(c5ncccn5)CC4)cc32)cc1	9	-1	7	8	-7	1	10	-38	-3
15	CCN(CC)C(=O)CSc1nnc(-c2cnccn2)n1-c1ccc(C)cc1	1	-5	0	-23	-3	0.9	20	-2	3
16	C=CCN1CN(S(=O)(=O)c2cccs2)c2nc3ccccc3nc21	1	1	-2	26	-3	0.9	0	-18	0
17	O=C(O)CCc1ccc(-c2cccs2)n1-c1ccc(C(=O)O)cc1	4	-3	3	5	0	0.9	13	-3	-14
18	CCOC(=O)CC(=O)CSc1nc(-c2cccnc2)cc(C)c1C#N	-3	-1	-4	-3	11	1	7	-6	7
19	COc1ccc(C2CC(c3ccccc3C)n3nc(N)nc3N2)cc1 (configuration not stated)	4	3	6	11	3	0.9	12	-12	1
20	Cc1cnc(NC(=O)c2ccc(-c3nc4ccccc4s3)o2)s1	12	/	/	15	-12	0.9	6	-6	/
21	Cc1ccc2[nH]c(=O)c(COC(=O)c3ccccn3)cc2c1	12	-1	6	-16	-7	0.9	13	2	-6
22	CCOC(=O)c1c(NC(=O)c2cccs2)sc(C)c1C	0	6	-1	6	-1	0.9	32	-2	-3
23	CC1(C)NC(=O)N(CCCSc2ccc(Cl)cc2)C1=O	-5	-5	-10	7	-2	1	18	6	16
24	CN1CCc2cc3c(c4c2C1CC41CCC(=NO)CC1)OCO3 (configuration not stated)	-2	-2	7	21	-8	0.9	-3	-16	-1
25	Cc1ccc2c(c1)-c1cc(C)nn1C(c1ccc3c(c1)OCO3)N2 (configuration not stated)	-1	-4	0	4	14	0.7	-2	-13	-1
26	N#Cc1c(NC(=O)CSc2ncnc3sccc23)oc(-c2ccco2)c1-c1ccco1	8	-1	4	44	14	0.9	13	-6	-5
27	Cc1ccc(C2N(c3nccs3)C(=O)C3CCCN32)cc1 (configuration not stated)	-1	2	-1	12	6	1.2	12	-4	10
28	CN1C(=S)SC(C)(C)C1NO (configuration not stated)	4	-9	-2	10	-18	0.9	-10	5	-4
29	Cc1cc(NC(=O)Cc2cccs2)nn1CC(=O)NCc1ccco1	-7	-6	-8	5	-8	0.9	12	9	-1
30	COc1cc(C)c(S(=O)(=O)NC2CC(C)(C)NC(C)(C)C2)cc1C	1	/	/	-20	-10	1	23	0	/
31	COc1ccc(C)cc1S(=O)(=O)N(C)CC(N)=O	-5	0	0	20	-2	0.8	9	-1	20
32	CC(=O)Nc1nc(C)nc(-c2ccccc2)c1C(C)=O	1	-1	-1	-1	-11	1	4	0	0
33	COc1ccccc1N1CCN(C(=O)c2cnn3cccnc23)CC1	-3	-4	-5	-1	0	0.9	7	2	11
34	Cc1ccc(NC(=O)CSCC(=O)O)c(C)c1	4	-4	11	-9	-3	0.9	14	-1	-3
35	CCn1c(SCC(=O)c2ccccc2)nc2c(c1=O)SC(C)C2 (configuration not stated)	5	-4	3	-7	-5	/	9	-1	-4
36	COCCN1C(=O)c2ccccc2C(C(=O)N2CCN(c3ccccn3)CC2)C1c1ccc(F)cc1 (configuration not stated)	12	/	/	/	/	1	8	5	/
37	COc1cccc(OCCSc2nnc3sc4ccccc4n23)c1	-2	-2	-1	19	1	0.9	0	1	-1
38	COc1cccc(N2CCN(c3ncnc4c3cnn4-c3ccc(C)cc3C)CC2)c1	-8	-1	-4	1	-5	1	34	2	15
39	COCCn1c(C)cc(C(=O)CN2C(=O)NC3(CCCCCCC3)C2=O)c1C	-4	4	-15	27	-14	1	-23	3	13
40	CCOC(=O)c1sc2c(c1C)C(c1cccs1)C1=C(CCCC1=O)N2 (configuration not stated)	5	-2	3	-12	-17	0.9	1	-458[fluorescence artefact?]	-1
41	COc1ccc(N2CCN(S(=O)(=O)c3ccc(C(=O)NC4CCCC4)cc3)CC2)cc1	-2	/	/	13	-5	1	7	0	/
42	CC1CCCC(C)N1CCCNC(=O)c1cc2c(=O)n(C)c3ccccc3c2n1C (configuration not stated)	3	4	-3	1	-14	1	13	-16	-6
43	Cc1cc(C(=O)OCC(=O)N2CC(C)CC(C)C2)c(C)o1 (configuration not stated)	7	-2	3	7	-6	0.9	13	2	-1
44	COc1ccccc1CN1C(=O)c2ccncc2C1=O	5	-8	5	7	-5	0.9	1	-4	-5
45	CCOC(=O)Cc1csc(NC(=O)CN(C)S(=O)(=O)c2ccc3c(c2)CCC(=O)N3)n1	0	0	2	-1	-15	0.9	0	5	-1

Two entries from above, in transposed form:
#36 COCCN1C(=O)c2ccccc2C(C(=O)N2CCN(c3ccccn3)CC2)C1c1ccc(F)cc1 (configuration not stated)
#40 CCOC(=O)c1sc2c(c1C)C(c1cccs1)C1=C(CCCC1=O)N2 (configuration not stated)
screen / no.	36	40
PKA kinase inh	12	5
JNK3 blocker	/	-2
ROCK2 blocker	/	3
MKP-1 inh	/	-12
Cdc25B inh	/	-17
TNAP act DEA	1	0.9
HEK293 NFkB inh	8	1
MMP-13 inhibitor	5	-458[fluorescence artefact?]
Jurkat viability	/	-1

Going on with the list:
cpd	Compound	PKA kinase inh	JNK3 blocker	ROCK2 blocker	MKP-1 inh	Cdc25B inh	TNAP act DEA	HEK293 NFkB inh	MMP-13 inhibitor	Jurkat viability
46	O=C(NCc1ccc2c(c1)OCO2)c1c(F)c(F)c(F)c(F)c1F	-5	2	-7	2	5	1.1	-3	3	10
47	O=C(NCCc1ccccc1)c1ccc(Br)o1	10	6	7	-6	-9	0.9	-4	-9	-2
48	COc1cccc2cc(C(=O)N(C)C3CCN(C)CC3)c(=O)oc12	5	1	5	-12	-7	1	1	6	-6
49	COCCOC(=O)C1=C(N)OC2=C(C(=O)CCC2)C1c1cccnc1 (configuration not stated)	-3	/	/	2	-10	1	8	1	/
50	O=C(Cn1nnc(-c2ccc(Cl)cc2)n1)NC1CCN(Cc2ccccc2)CC1	-2	-8	-6	13	-7	1	-2	1	10
51	O=C(CN1C(=O)c2ccccc2C1=O)NCc1ccccn1	2	-3	9	-21	15	0.9	/	-2	/
52	O=C(Nc1ccc(F)cc1)c1cc(S(=O)(=O)N2CCCCC2)cs1	-5	/	/	2	-5	0.9	9	1	/
53	O=c1[nH]c(-c2cccnc2)nc2ccccc12	7	0	4	-5	-9	1	22	7	2
54	CN(C)C(=O)CN1C(=O)C2CC=C(Cl)CC2C1=O (configuration not stated)	11	-8	4	19	6	0.9	19	2	-3
55	COC(=O)CN(C#N)c1nc(SC)nc(N(C)C)n1	9	-3	0	-8	-3	0.9	10	4	2
56	Cc1nn(Cc2ccccc2)c2sc(C(=O)N3CCN(Cc4ccc5c(c4)OCO5)CC3)cc12	6	-4	3	30	-23	0.9	8	-7	-3
57	O=C(CN1CCN(C2CCCCC2)CC1)NCCC1=CCCCC1	-2	3	-3	12	-5	0.9	7	-1	5
58	Cc1cc(C)nc(N2CCCC(C(=O)NC3CCCC3)C2)n1 (configuration not stated)	9	3	-4	-2	-10	0.9	12	-11	0
59	CCOC(=O)c1c(C)[nH]c(NC(=O)N2CCOCC2)c1C	3	3	10	23	1	0.9	14	4	-5
60	COC(=O)Cc1c(C)c2ccc(OC(=O)c3ccco3)cc2oc1=O	8	1	10	2	-10	0.9	2	-288	5

Individual results from the list:
Result for `O=C(NCc1ccc2c(c1)OCO2)c1c(F)c(F)c(F)c(F)c1F` in MMP-13 inhibitor: 3
Result for `CCOC(=O)c1c(C)[nH]c(NC(=O)N2CCOCC2)c1C` in HEK293 NFkB inh: 14

One compound at a time, from the list above. Screens in order: PKA kinase inh, JNK3 blocker, ROCK2 blocker, MKP-1 inh, Cdc25B inh, TNAP act DEA, HEK293 NFkB inh, MMP-13 inhibitor, Jurkat viability
O=C(NCc1ccc2c(c1)OCO2)c1c(F)c(F)c(F)c(F)c1F is entered as -5, 2, -7, 2, 5, 1.1, -3, 3, 10
Cc1nn(Cc2ccccc2)c2sc(C(=O)N3CCN(Cc4ccc5c(c4)OCO5)CC3)cc12 is entered as 6, -4, 3, 30, -23, 0.9, 8, -7, -3
